D2 antag – D2 dopamine receptor (human) antagonism; AID 485344; HEK293 TREx D2 cells, calcium flux, dopamine EC80; 2% of 340,000 active; P14416; inhibition, % at 10 µM; in the data active = inhibition above about 30%; also: 0% is about no effect
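Inhibition of EC80 dopamine-driven calcium flux, recorded kinetically, defines activity here; cells are a tetracycline-induced HEK293 T-REx line expressing force-coupled D2.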
D2 agonist – agonists of human D2 dopamine receptor; 0.53% of 340,000 active; AID 485358; activation, % at 2 µM; P14416; HEK293 T-REx D2 cells, calcium flux agonist mode;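 active = activation over 3 SD above normal in the single-dose calcium agonist read, cut at about 30% in these data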; also: 0% is about no effect
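Tetracycline-induced HEK293 T-REx cells with force-coupled D2 receptor, plated overnight at 30 C, loaded with no-wash calcium dye. After a 10 s baseline, compound was pin-added and calcium flux read kinetically for 180 s; calcium rises flagged agonists.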
D2 PAM – positively modulates the human D2 dopamine receptor allosterically; 0.34% of 340,000 active; HEK293 T-REx D2, calcium flux, EC20 dopamine potentiation; potentiation, % at 10 µM; P14416;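 active = potentiation over 3 SD above the plate norm, cut at about 30% in these data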; also: 0% is about no effect
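Tetracycline-induced HEK293 T-REx cells force-coupled to calcium signalling expressed D2; compounds were pin-added after a 10 s baseline, read kinetically 180 s, then an EC20 dopamine challenge followed with a further 180 s calcium read.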
D1 PAM – potentiators of human D1 dopamine receptor; potentiation, % at 10 µM; AID 504651; P21728; HEK293 TREx D1 cells, calcium flux, dopamine EC20 potentiation; 0.036% of 360,000 active; in the data active = potentiation above about 30%; also: 0% is about no effect
Target sequence (P21728 whole entry, looked up): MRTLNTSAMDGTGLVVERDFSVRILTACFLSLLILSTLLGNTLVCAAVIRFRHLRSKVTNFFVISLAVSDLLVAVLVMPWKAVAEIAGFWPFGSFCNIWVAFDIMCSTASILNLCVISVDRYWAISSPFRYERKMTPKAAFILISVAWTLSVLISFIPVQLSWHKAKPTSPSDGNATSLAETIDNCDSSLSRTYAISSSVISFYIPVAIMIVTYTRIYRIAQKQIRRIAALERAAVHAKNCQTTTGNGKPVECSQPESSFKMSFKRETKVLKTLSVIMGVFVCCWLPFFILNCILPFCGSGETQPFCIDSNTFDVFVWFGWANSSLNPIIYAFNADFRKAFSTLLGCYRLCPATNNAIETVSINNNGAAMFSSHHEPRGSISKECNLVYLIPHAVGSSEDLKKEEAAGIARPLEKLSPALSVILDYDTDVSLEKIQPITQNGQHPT
TRHR ag – TRH receptor (human) agonism; TRHR cells, calcium flux fluo-8, FDSS agonist mode; activation, % at 2 µM; 0.18% of 360,000 active; also: 0% is about no effect
Target sequence (P34981 whole entry, looked up): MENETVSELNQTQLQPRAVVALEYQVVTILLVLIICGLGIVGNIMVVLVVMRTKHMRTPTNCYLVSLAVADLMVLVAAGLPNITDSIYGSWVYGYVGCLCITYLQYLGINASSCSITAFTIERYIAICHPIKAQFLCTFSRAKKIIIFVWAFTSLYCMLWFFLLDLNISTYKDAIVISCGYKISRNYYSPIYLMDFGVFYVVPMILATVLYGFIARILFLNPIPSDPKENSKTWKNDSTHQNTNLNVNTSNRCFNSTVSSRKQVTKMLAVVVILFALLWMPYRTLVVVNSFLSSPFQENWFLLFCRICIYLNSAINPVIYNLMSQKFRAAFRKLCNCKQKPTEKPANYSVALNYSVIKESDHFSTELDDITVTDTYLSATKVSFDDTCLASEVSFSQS
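TRHR-expressing cells, plated overnight in medium with 10% serum, were loaded with fluo-8 calcium dye at room temperature. After a 10 s baseline, library compound was pin-added and calcium release was recorded kinetically (ex 480/em 530) as agonist response.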
RXFP1 antag – RXFP1 (human) relaxin receptor antagonism; activity change, negative = inhibition, % at 57.5 µM; 0.59% of 350,000 active; HEK293-RXFP1, relaxin-stimulated cAMP HTRF, 30 min; hits give low values; Q9HBX9; AID 1259400;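 active = activity change of -60% or lower, but not beyond a set lower limit; inconclusive = change between -60% and -40%, or beyond the set limit; inactive = change above -40%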; also: % is scaled to controls: 0 for no effect and ±100 for the full control effect
D1 antagonist – blocks dopamine activation of the human D1 receptor; P21728; HEK293 TREx D1 cells, calcium flux, dopamine EC80; hits give low values; activity change, negative = inhibition, % at 10 µM; 3.2% of 360,000 active; in the data active = activity change below about -30%; also: % is scaled to controls: 0 for no effect and ±100 for the full control effect
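Tetracycline-induced HEK293 T-REx cells with force-coupled D1 receptor were loaded with a no-wash calcium dye. Compound was added after a 10 s baseline and read kinetically for 180 s; EC80 dopamine was then added and calcium flux followed another 180 s.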
TRHR enhancer – allosterically enhances the human TRH receptor; P34981; AID 493056; TRHR cells, fluo-8 calcium fluorescence, EC20 TRH enhancement; 0.66% of 360,000 active; enhancement, % at 2 µM; in the data active = enhancement above about 30%; also: 0% is about no effect
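Enhancer read-out: after compound pinning and an initial kinetic agonist-mode read, an EC20 of TRH (10 nM final) was injected and fluo-8 calcium signal (Ex 480/Em 530) followed at 1 s/cycle for 100 cycles in TRHR-expressing cells.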
D1 agonist – agonists of human D1 dopamine receptor; P21728; HEK293 T-REx D1 cells, calcium flux, agonist mode; activation, % at 2 µM; 1% of 360,000 active; AID 504660; also: 0% is about no effect
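Agonism was scored from calcium flux recorded over 180 s (1 read/s) after pintool compound addition, following a 10-cycle baseline. Cells were inducible force-coupled HEK293 TREx D1, plated overnight at 30 C and loaded with no-wash calcium dye.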
The depositor's hits bear a star; ? = inconclusive; / = no result given; & = joins results of further samples. Rule as the data show it, unless noted: active = activation above about 30%; inactive = the rest.

SMILES | D2 antag | D2 agonist | D2 PAM | D1 PAM | TRHR ag | RXFP1 antag | D1 antagonist | TRHR enhancer | D1 agonist
CS(=O)(=O)N(C(=O)NC(=O)NC1CCS(=O)(=O)C1)C1CCCCC1 (configuration not stated) | 5.8 | 0.0 | 8.3 | 2.8 | 0.4 | -3.2 | 8.5 | -2.0 | 2.3
CC(=O)c1c(C)n(CC(=O)NCc2ccc3c(c2)OCO3)c2ccccc12 | 14.6 | 0.0 | / | -5.2 | 0.7 | 11.4 | -19.8 | 2.7 | 2.3
O=C(CCCOc1cccc(Br)c1)NCCOc1ccccc1 | 13.0 | -0.9 | 0.9 | -5.8 | -0.7 | -2.2 | 4.4 | 0.8 | -0.3
COc1cc(/C=C(\C#N)C(=O)NC2CCCCC2)ccc1OCc1ccc(C(=O)O)cc1 | -2.4 | -2.1 | -0.7 | -6.3 | 2.0 | -1.6 | 12.3 | 1.6 | 3.3
COc1ccc(-c2nnc(SCc3nnc(-c4cccs4)o3)n2CC2CCCO2)cc1 (configuration not stated) | 0.7 | 0.6 | -4.1 | 2.5 | 0.0 | 5.9 | 19.4 | -2.2 | 4.1
COC(=O)c1ccc(NC(=O)Cn2cnc3c2c(=O)n(C)c(=O)n3C)cc1 | / | 0.7 | -3.6 | 1.2 | -0.5 | 8.3 | -0.4 | 7.3 | 2.2
COCCn1c(SCC(=O)NCC2CCCO2)nc2c(c1=O)SC(C)C2 (configuration not stated) | -7.5 | 0.4 | 2.3 | -4.7 | 0.2 | 4.1 | 3.4 | 1.3 | 2.8
O=C(O)CCc1nc2ccccc2n(CCc2ccccc2)c1=O | 5.8 | -0.2 | 7.5 | -0.7 | -0.4 | -35.6 | -14.2 | 2.2 | 1.0
CCCC(=O)Nc1ccc2c(c1)nc(CCNC(=O)c1ccccc1)n2C | 17.7 | -0.8 | -3.1 | -2.6 | 0.3 | -18.1 | 1.5 | -0.4 | 2.1
CCNC(=O)NC(=O)C(C)OC(=O)C1CCN(S(=O)(=O)c2ccc(C)c(C)c2)CC1 (configuration not stated) | / | / | / | -4.2 | 0.6 | -7.4 | -17.6 | -6.1 | 1.3
O=C(Nc1ccccc1Oc1ccccc1)c1ccccc1F | 0.1 | -0.4 | 2.1 | -6.2 | -0.1 | -26.1 | -8.9 | 4.1 | 1.9
CCOc1ccc(OCC(=O)NCCS(=O)(=O)N2CCN(c3ccc(F)cc3)CC2)cc1 | -5.1 | -1.0&-0.5 | -8.9&5.5 | -2.5&-1.4 | 0.4&0.0 | -15.9&-14.6 | 9.3&0.5 | -2.8&2.8 | 1.0&3.0
COc1ccc(N(C(C)C(=O)NN=C2CCCC2)S(C)(=O)=O)cc1 (configuration not stated) | -12.0 | 0.7 | -6.6 | 6.1 | 0.9 | 0.0 | 5.9 | 5.8 | 1.5
CCCNC(=O)CCn1nc(-c2ccc(Cl)cc2)c2ccccc2c1=O | -1.5 | 0.0 | -0.2 | -2.3 | 0.4 | -1.3 | 0.2 | -5.9 | 1.8
Clc1ccc(-c2cc3ccccc3nc2N2CCOCC2)cc1 | -8.4 | 0.2 | -0.9 | -4.6 | 0.0 | -39.9 | 46.1 | -3.3 | 0.0
Cc1ccc(NC(=O)CN2CCC(Cc3ccccc3)CC2)cc1S(=O)(=O)N(C)C | 23.3 | 3.4 | -22.1 | -4.8 | 0.7 | -1.7 | -19.5 | -3.6 | 22.8
CC(NO)C(C)(C)NO (configuration not stated) | 1.4 | 1.9 | 15.1 | -0.5 | -0.4 | -8.6 | 1.1 | 6.0 | 2.7
CCN1C(=O)c2cccc3c(NC(=O)c4ccc(OC)c(OC)c4)ccc1c23 | 12.0 | 0.8 | -2.9 | 7.2 | -0.1 | / | -14.9 | 6.0 | -0.6
COc1ccc(S(=O)(=O)N2CCN(Cc3nc4ccc(C)cc4o3)CC2)cc1 | / | 1.1 | 0.4 | 0.9 | 0.0 | -3.1 | 13.9 | 4.8 | -1.1
OCCN(CC#CC(O)(c1ccccc1)c1cccc(F)c1)CCO (configuration not stated) | 5.7 | -0.7 | -4.2 | -16.9 | -0.9 | -9.9 | -16.6 | -9.1 | 1.7
COc1ccc(C)cc1NC(=O)C1CCCN(c2ncnc3onc(C)c23)C1 (configuration not stated) | / | -0.5 | -11.8 | 1.4 | -0.8 | -9.6 | 3.2 | 3.4 | 3.8
O=C(CSc1nnc2scc(-c3ccccc3)n12)N1CCCc2ccccc21 | -2.4 | -0.4 | -1.1 | -1.8 | -1.0 | 0.7 | -8.5 | -6.7 | 0.2
CC(C)(C)CC(C)(C)NCC(=O)Nc1c2c(nc3ccccc13)CCC2 | -28.1 | -0.2 | -0.1 | -1.9 | -2.4 | 1.5 | 6.5 | 8.6 | 3.8
NC1=NC(=O)C(Cc2ccccc2)S1 (configuration not stated) | -7.0 | -0.4 | -0.4 | 1.6 | -0.2 | -9.3 | -7.8 | -1.5 | 0.3
CC(C)c1ccc(S(=O)(=O)N2CCN(C(=O)C3CC3C)CC2)cc1 (configuration not stated) | -5.0 | -0.3 | 14.5 | -4.1 | -0.1 | 1.5 | -12.5 | -4.2 | 5.9

Entries above with fluorine:
SMILES | D2 antag | D2 agonist | D2 PAM | D1 PAM | TRHR ag | RXFP1 antag | D1 antagonist | TRHR enhancer | D1 agonist
O=C(Nc1ccccc1Oc1ccccc1)c1ccccc1F | 0.1 | -0.4 | 2.1 | -6.2 | -0.1 | -26.1 | -8.9 | 4.1 | 1.9
CCOc1ccc(OCC(=O)NCCS(=O)(=O)N2CCN(c3ccc(F)cc3)CC2)cc1 | -5.1 | -1.0&-0.5 | -8.9&5.5 | -2.5&-1.4 | 0.4&0.0 | -15.9&-14.6 | 9.3&0.5 | -2.8&2.8 | 1.0&3.0
OCCN(CC#CC(O)(c1ccccc1)c1cccc(F)c1)CCO (configuration not stated) | 5.7 | -0.7 | -4.2 | -16.9 | -0.9 | -9.9 | -16.6 | -9.1 | 1.7

Continued.
SMILES | D2 antag | D2 agonist | D2 PAM | D1 PAM | TRHR ag | RXFP1 antag | D1 antagonist | TRHR enhancer | D1 agonist
Cc1cccc(C)c1OC(=O)CSc1nnc(-c2ccc3c(c2)OCO3)o1 | / | / | 8.8 | -1.6 | 0.0 | -6.6 | -9.0 | 4.2 | 1.6
Cc1ccc(C(=O)N(C)CCOc2ccccc2)cc1S(=O)(=O)N1CCOCC1 | 15.1 | 0.7 | -7.4 | / | 0.1 | -3.9 | -10.2 | 1.0 | 12.3
O=C(c1cccc(Br)c1)c1conc1C(=O)c1ccco1 | -5.1 | -0.1 | -2.3 | -3.4 | -0.3 | -4.7 | 12.3 | 4.2 | 6.5
Cc1ccc(N2C(=O)CS/C2=C(\C(Cl)=C(Cl)Cl)[N+](=O)[O-])cc1 | 9.8 | 0.2 | 3.3 | -2.1 | -0.5 | ? | 7.8 | -1.5 | 3.8
CCOC(=O)CSc1nc(C)[nH]c1[N+](=O)[O-] | -1.9 | -0.4 | -2.2 | 2.6 | 0.3 | -2.9 | 1.6 | 0.6 | 3.0
CCCc1c(O)nc(SC2CC(=O)N(c3ccc(OC)cc3)C2=O)[nH]c1=O (configuration not stated) | 4.6 | -0.4 | -2.6 | -4.7 | 0.2 | -7.9 | -7.1 | 2.7 | 0.3
CC[C@H]1c2[nH]c3ccccc3c2C[C@@H]2C(=O)N(c3ccc(F)cc3)C(=O)N21 | 3.6 | 2.2 | -2.6 | 11.3 | 2.2 | -14.8 | 13.7 | 10.9 | 4.1
Cc1ccc(OCCCCN2CCc3ccccc3C2)cc1 | 73.4* | 0.4 | -12.3 | -13.6 | -1.3 | -7.4 | -10.3 | -2.3 | 2.2
CCCNC(=O)COC(=O)/C=C/c1ccc(C)o1 | 30.3* | 2.2 | -3.0 | 18.0 | 0.8 | -6.4 | -19.4 | -2.6 | 2.4
CC1CCC(C(C)C)C(OC(=O)C2=C3c4ccccc4S(=O)(=O)N3CC2)C1 (configuration not stated) | -17.7 | -0.8 | -6.4 | -4.9 | 0.5 | -9.0 | 7.6 | -1.0 | 1.1
CCOC(=O)c1cc(-c2ccc(F)cc2)n(CC(=O)NCc2ccccn2)c1C | / | / | / | -4.0 | -0.1 | 4.1 | 4.9 | 0.3 | 4.1
CCOC(=O)c1c(NC(=O)c2ccc(Br)o2)sc(C)c1CC | 9.9 | -0.5 | 11.5 | 6.2 | 0.8 | -2.6 | 6.2 | 2.6 | 10.2
COCC(C)N=C1SCCN1Cc1ccccc1 (configuration not stated) | 15.6 | 0.7 | -1.3 | -0.8 | 1.8 | -10.5 | 2.3 | 1.0 | 1.4
O=C(COC(=O)CNC(=O)c1ccccc1Cl)Nc1cc(C(F)(F)F)ccc1Cl | -3.8 | -0.9 | 1.2 | 9.9&-4.5 | -0.1&-0.7 | / | 11.6 | -0.9&1.5 | 1.7&9.3
NS(=O)(=O)c1ccc(CCNS(=O)(=O)c2cccc3nsnc23)cc1 | 8.4 | 0.6 | -8.7 | -12.2 | 0.5 | 3.3 | -6.4 | 0.6 | 3.9
Cc1cccc(C)c1N1C(=O)CCC(C)(C)C1=O | 9.2 | 0.6 | -8.0 | 1.5 | 0.4 | 2.7 | 11.2 | -1.3 | 0.3
O=C(COC(=O)c1ccccc1O)Nc1ccc(N2CCOCC2)cc1 | -1.5 | 0.4 | -7.9 | -2.9 | 0.8 | -3.0 | -29.6 | -1.3 | 0.8
Cc1onc(-c2ccccc2Cl)c1C(=O)NC(=S)Nc1ccccc1F | 9.8 | -0.3 | -3.5 | 1.6 | 0.2 | 1.1 | 11.7 | -5.0 | 4.6
O=C(COC(=O)c1ccccc1O)Nc1ncc(Cl)cc1Cl | 13.4 | 5.5 | -8.4 | -1.7 | 0.7 | -5.2 | -21.1 | 2.5 | 9.3
O=C(CN1C(=O)NC2(CCCCC2)C1=O)Nc1ccccc1N1CCCC1 | -10.1 | -0.1 | -10.4 | 2.8 | 0.2 | -9.1 | -13.8 | -0.7 | 1.2
Cc1cc(N2CCOCC2)nc2ccc(NC(=O)CCC(=O)N3CCC(C)CC3)cc12 | 2.6 | -0.2 | 14.1 | -0.5 | -0.5 | -4.0 | -11.4 | 4.9 | 0.6
CCOC(=O)Cn1c(O)c(N=NC(=O)OC)c2ccccc21 | 25.7 | -0.7 | -2.4 | -2.1 | -0.3 | -15.2 | 7.4 | -1.9 | 2.3
COc1cc(OC)c(C2=NOC(C(=O)Nc3cc(C)nn3-c3ccccc3)C2)cc1Cl (configuration not stated) | 0.9 | 0.2 | 0.8 | -1.4 | 2.4 | -16.0 | 6.0 | 2.6 | 7.0
COc1ccc(N(Cc2cc3cccc(C)c3[nH]c2=O)C(=O)c2cccc(Cl)c2)cc1 | / | -0.6 | 9.7 | 1.1 | 1.1 | -10.3 | -0.3 | -1.9 | 1.4
CSc1nnc(-c2ccc(O)cc2)n1C | -4.1 | 0.5 | -4.8 | -1.4 | -0.1 | 6.0 | 2.5 | 0.3 | 1.1
COc1ccc(C)cc1NC(=O)Nc1nnc(N2CCCCC2)s1 | / | 1.6 | 0.7 | -1.9 | 0.5 | 4.1 | -4.3 | 8.5 | 8.5
CC(=O)Oc1ccc2c(C)c(CC(C)O)c(=O)oc2c1 (configuration not stated) | -4.1 | 0.1 | -4.7 | -0.9 | 0.1 | -0.2 | 9.4 | -1.0 | 1.8

Assay outcomes: PubChem, National Center for Advancing Translational Sciences (NCATS)
